Screening results from PubChem.
HEK293 viab: cell viability loss counter-screen. HEK-293-SNCA-luc viability, GF-AFC fluorescence, 24 h. Potency, µM (top dose mostly 57.1 µM), inactives show top-dose activity change, negative = cytotoxicity, hits mostly cytotoxic. 150,000 tested, 0.12% active. AID 1671193;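 further: potency means the concentration at half of the fitted maximal effect; 0% = DMSO-treated cells and -100% = medium-only wells without cells; nearly all actives have a fitted effect of over 30% in size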
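HEK-293-SNCA-luc cells (1500/well) plated 24 h, then exposed 24 h to a dilution series; GF-AFC added 30 min at 37C, fluorescence 405/540 nm; normalised to medium-only and DMSO wells, Hill fit.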
SNCA expr inh: reduces expression of the alpha-synuclein gene; HEK-293 SNCA-luciferase knock-in, luminescence, 24 h; Potency, µM (highest dose often 57.2 µM), for the others: top-dose activity change, negative = inhibition, actives largely listed as inhibitors; 140,000 tested, 0.17% active;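 further: potency means the concentration at half of the fitted maximal effect; plate controls were DMSO cells for no effect and cell-free wells for full effect; nearly all actives have a fitted effect of over 45% in size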
IP6K1 inh: inhibitors of human IP6K1 | activity change, % (series mostly up to about 58 µM) | Q92551 | IP6K1 kinase, ADP-Glo luminescence, 2 h; stronger effect = lower value | 140,000 tested, 0.81% active; in the data active means activity change below about -25%
Target sequence (Q92551 whole entry, looked up): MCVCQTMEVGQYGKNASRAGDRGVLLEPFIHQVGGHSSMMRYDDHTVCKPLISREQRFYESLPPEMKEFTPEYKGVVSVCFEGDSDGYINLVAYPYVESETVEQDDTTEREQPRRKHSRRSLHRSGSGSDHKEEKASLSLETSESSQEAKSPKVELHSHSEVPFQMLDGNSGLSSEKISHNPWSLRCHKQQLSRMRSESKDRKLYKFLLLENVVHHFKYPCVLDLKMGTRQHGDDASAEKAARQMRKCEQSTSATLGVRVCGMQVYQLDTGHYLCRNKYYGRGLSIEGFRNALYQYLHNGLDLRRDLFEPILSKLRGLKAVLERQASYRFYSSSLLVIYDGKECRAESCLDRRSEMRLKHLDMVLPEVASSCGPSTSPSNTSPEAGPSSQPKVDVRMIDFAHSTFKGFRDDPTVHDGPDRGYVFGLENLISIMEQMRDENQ
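ADP-Glo luminescence measures ADP made by human IP6K1 during a 2 h RT reaction with ATP/IP6 (mix at 1.3 mM/130 uM); top library doses 57.5 and 19.1 uM final.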
HEK293 tox: cytotoxic compounds in HEK 293 cells; HEK 293 viability, ATP luminescence (CellTiter-Glo), 48-72 h; Potency, µM (series often up to 115 µM), inactives show at the top dose activity change, negative = cytotoxicity, most hits filed as inhibitors; 94,000 tested, 6.6% active; further: potency means the concentration at half of the fitted maximal effect; nearly all actives have a fitted effect of over 60% in size
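qHTS cytotoxicity; HEK 293, 250 cells/well; compound pinned; 48 or 72 hr, 37 degree Celsius, 5% CO2, 95% humidity; CellTiter-Glo, 10 min RT; luminescence (ATP).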
3T3 cytotox: cytotoxic compounds in NIH 3T3 cells; NIH 3T3 viability, CellTiter-Glo ATP luminescence, 48-72 h; Potency, µM (titrated, usually from 96.7 µM), for inactives: at the top dose activity change, negative = cytotoxicity, most hits filed as inhibitors; 94,000 tested, 4.3% active; AID 1345082; further: potency means the concentration at half of the fitted maximal effect; nearly all actives have a fitted effect of over 55% in size
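NIH 3T3 cells at 400 cells/well received 23 nL of compound by pintool and were incubated 48 or 72 h at 37 °C. Viability was read as ATP-coupled CellTiter-Glo luminescence.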
GPT2 inh: inhibitors of human GPT2 alanine aminotransferase; Recombinant GPT2, coupled pyruvate oxidase/HRP Amplex Red fluorescence; 100,000 tested, 0.25% active; Q8TD30; Potency, µM (top dose mostly 57.7 µM), without a hit: top-dose activity change, negative = inhibition, actives largely listed as inhibitors; further: potency means the concentration at half of the fitted maximal effect; nearly all actives have a fitted effect of over 60% in size; many of its hits are not listed in these tables
Target sequence (Q8TD30 whole entry, looked up): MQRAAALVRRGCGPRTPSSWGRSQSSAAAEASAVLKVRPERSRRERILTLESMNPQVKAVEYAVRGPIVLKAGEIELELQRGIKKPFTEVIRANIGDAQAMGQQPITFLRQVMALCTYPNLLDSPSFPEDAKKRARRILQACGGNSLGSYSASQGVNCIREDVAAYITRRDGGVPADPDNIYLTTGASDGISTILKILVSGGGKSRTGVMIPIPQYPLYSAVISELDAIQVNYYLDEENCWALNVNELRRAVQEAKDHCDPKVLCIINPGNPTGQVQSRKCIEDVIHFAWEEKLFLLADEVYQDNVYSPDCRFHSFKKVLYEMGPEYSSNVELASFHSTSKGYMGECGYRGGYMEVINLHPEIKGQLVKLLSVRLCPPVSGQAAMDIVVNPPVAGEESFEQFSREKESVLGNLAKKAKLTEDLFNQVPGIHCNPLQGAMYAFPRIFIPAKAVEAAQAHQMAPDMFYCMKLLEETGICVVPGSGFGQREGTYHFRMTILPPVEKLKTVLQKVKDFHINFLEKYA
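Fluorescence read-out: pyruvate from GPT2 turnover coupled to pyruvate oxidase, HRP and Amplex Red (0.2mM ThPP, 0.2U/mL PO and HRP, 50uM Amplex final). Substrates 250uM a-KG, 2mM L-alanine; enzyme 10ng/uL; 30 min RT.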
FLuc inh: inhibitors of firefly (Photinus pyralis) luciferase; Potency, µM (top dose mostly 115 µM), for inactives: at the highest dose activity change, negative = inhibition, usual class: inhibitors; P08659; 76,000 tested, 2.5% active; purified P. pyralis luciferase, luminescence, biochemical; further: potency means the concentration at half of the fitted maximal effect; nearly all actives have a fitted effect of over 65% in size
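Purified 10nM P. pyralis luciferase with 10uM D-luciferin and 10uM ATP in 50mM Tris acetate pH 7.5, 10mM Mg acetate, 0.01% Tween-20, 0.05% BSA. qHTS titration; luminescence read by CCD imager.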
An asterisk follows results filed as active; i = inactive; ? = inconclusive; nt = not tested or not shown; [ ] = remark or other dose. Unless noted, the call rests on the fitted dose curve; in most records, active means well fitted curve in the direction sought with a large enough effect; inconclusive means small, poorly fitted or top-dose-only effect, or another doubt; inactive means no such curve, though single readings can be large; an effect the other way counts as inactive or inconclusive. Unless noted, on the % scale 0 is the no-effect control and ±100 the full control effect.

Structure,HEK293 viab,SNCA expr inh,IP6K1 inh,HEK293 tox,3T3 cytotox,GPT2 inh,FLuc inh
CN1C[C@@H](NC(=O)c2ccccc2)C[C@H]1c1nc(-c2ccccc2)no1,-4%[87.6 µM],16%[87.6 µM],-14,-13%[172 µM],-17%[174 µM],-3%[88.5 µM],12%[172 µM]
O=C(CCC1CCCN(S(=O)(=O)c2cccc(F)c2)C1)N1CCc2ccccc2C1 (centres undefined),-2%,-4%,7,?,?,-12%,-6%
Cc1cc(C[C@@H]2COC[C@@H]2NC(=O)c2cnc(Nc3ccccc3)nc2)on1,-18%,27%,33,2%,-8%,?,-1%
O=C(c1ccc(F)cc1)N1CCCC(Cc2nc(C3CCOCC3)no2)C1 (centres undefined),12%,-8%,12,-2%,-25%,1%,-10%
O=C(NC1CCCN(c2ccc3nnc(-c4ccccc4)n3n2)C1)c1ccccc1 (centres undefined),nt,nt,1,35µM*,28µM*,nt,nt
Cc1c2cnn(CC(=O)N3CCN(c4ccccc4)CC3)c(=O)c2c(C)n1Cc1ccccc1Cl,11%,-11%,10,nt,nt,nt,nt
O=C1NCCCCCN(C(=O)c2ccncc2)[C@H]2CCC[C@@H]12,-2%,-1%,-9,i,-14%,-8%,1%
CC(=O)Nc1ccc(C(=O)N2CCN(C3CCNCC3)C(=O)C2)cc1,0%,-15%,17,2%,1%,-15%,nt
COCC(=O)N[C@H]1C[C@@H](CO)N(Cc2ccc(Br)o2)C1,13%,4%,-6,2%,-2%,i,-4%
CNC(=O)c1ccc(CN2CCCC(Nc3ccc(F)cc3)C2)o1 (centres undefined),-10%,7%,-16,-28%,-14%,i,3%
CCN1CCN(C(=O)c2ccc3nnc(-c4ccc(OC(F)(F)F)cc4)n3c2)CC1,12%,-1%,4,i,-7%,i,nt
CCNC(=O)N1CCC(c2nnc(CN3CCCC3)n2CC)CC1,?,9%,16,i,i,3%[11.5 µM],11%
CCN1CCOC(=O)C1CC(=O)Nc1ccc(C(C)=O)cc1 (centres undefined),2%,19%,12,nt,nt,nt,nt
CCOC(=O)CSc1nc2ccc(NC(=O)c3cccc(F)c3)cc2s1,-3%,33%[activator],-19,nt,nt,nt,nt
CCC(Sc1nnc(-c2ccc(OC)cc2)c(-c2ccc(OC)cc2)n1)C(=O)NC1CCCCC1 (centres undefined),7%,1%,23,nt,nt,nt,nt
O=C(C1c2ccccc2CC(=O)N1Cc1ccccc1)N1CCN(c2ccccn2)CC1 (centres undefined),-17%,9%,-19,-28%,-22%,-11%,0%
Cc1ccc2cc(CN(C)C(=O)c3cccc(Cl)c3)c(=O)[nH]c2c1,-16%,13%,-13,nt,nt,nt,nt
CCC1(N2CCN(S(=O)(=O)c3cccc(C#N)c3)CC2)CCN(C(=O)C(C)C)C1 (centres undefined),2%,?,5,?,?,i,-2%
O=C1[C@@H]2C[C@@H](CN2C2COC2)Oc2ccccc2N1Cc1ccc(OC(F)(F)F)cc1,-8%[87.6 µM],9%[87.6 µM],10,100µM*,?,?,-5%[172 µM]
CCN1c2cc(C(=O)Nc3ccc(Oc4ccccc4)cc3)ccc2C(=O)N2CCCCC21 (centres undefined),-7%[12.5 µM],?,-10,?,32µM*,i,-17%
O=C(CCc1ccsc1)N1CCc2ncnc(NC3CCC3)c2CC1,-1%,9%,9,?,-11%,-3%,2%
Cc1cnc(C(=O)NC2C[C@H]3CC[C@@H](C2)N3C(=O)c2ccc(F)cc2)cn1 (some centres undefined),2%,10%,19,-1%,-13%,-8%,-6%
COc1cccc(CN2CCN(c3ncccc3Cl)CC2CCO)c1 (centres undefined),-1%,-7%,-17,-19%,-29%,4%,-9%
Cc1nn(C)c2c1c(-c1ccccc1)cc(=O)n2Cc1c(F)cccc1Cl,-8%,12%,3,nt,nt,nt,nt
O=C(Cn1c(=O)n(-c2ccccc2)c(=O)c2ccc(C(=O)NCc3ccc4c(c3)OCO4)cc21)Nc1ccc(F)cc1,-4%,-8%,-5,nt,nt,nt,nt
COCCNc1ncc(-c2cccc(N)c2)c2c1OCC2,-8%[87.6 µM],17%[87.6 µM],8,?,?,5%[88.5 µM],25µM*
CC(=O)Nc1ccc(CN2CCN(Cc3ccccc3)C(CCO)C2)cc1 (centres undefined),-4%,19%,12,-16%,-13%,?,-4%
O=C(N[C@@H]1CCN(C(=O)c2ccc(CO)cc2)C[C@H]1O)c1cccnc1,4%,9%,22,2%,0%,1%,0%
CCSc1ncc(Cl)c(C(=O)Nc2sc3c(c2C(=O)NC)CCCC3)n1,9%,2%,-13,nt,nt,nt,nt
COc1ccc(-c2cc(N3CCCN(C(=O)c4ccc(C(C)(C)C)cc4)CC3)n[nH]2)cc1,?,-22%,-11,40µM*,?,0%,-3%
CC(=O)c1cccc(NC(=O)c2nc(-c3ccccc3)n(-c3ccccc3C)n2)c1,-5%,3%,1,nt,nt,nt,nt
CCc1noc(-c2cccn3c(CNC(=O)Cc4ccccc4OC)nnc23)n1,1%,3%,13,-3%,i,i,3%
COc1ccc(NC(=O)c2cccc3c2CCN3C(=O)c2ccc(F)cc2)cc1,8%,34%,-4,11%,-1%,-16%,0%
CCCN1CCN(C(=O)c2ccc3c(c2)n(CC)c(=O)c2ccnn23)CC1,-3%,13%,27,1%,-10%,i,6%
Cc1cc(C(=O)N2CCCn3ccnc3C2c2ccccc2)n(C)n1 (centres undefined),3%,0%,5,-3%,-7%,3%,3%
Cc1ccc(-c2ncc(C(=O)N3CCCCC3CN)c(=O)[nH]2)cc1 (centres undefined),-8%,-19%,2,i,i,-6%,8%
Nc1nc(C2CC(NC(=O)c3ccc(CO)cc3)C2)cc(=O)[nH]1 (centres undefined),-8%,-26%,-7,3%,-1%,4%,3%
CCOc1ccc(OCC)c(NC(=O)CN(C)S(=O)(=O)c2ccc3[nH]c(=O)oc3c2)c1,?,8%,-7,nt,nt,nt,nt
O=C(Nc1ccc(C(F)(F)F)cc1)c1cc(S(=O)(=O)N2CCCc3ccccc32)ccc1F,-7%,?,-6,nt,nt,nt,nt
COc1ccccc1NC(=O)c1cnc(SCC(=O)N2CCCc3ccccc32)n(C)c1=O,9%,32%[activator],-4,nt,nt,nt,nt
CC(=O)c1ccc(N2CCN(S(=O)(=O)c3ccc4[nH]c5c(c4c3)CCCC5)CC2)cc1,-2%,4%,-3,nt,nt,nt,nt
CCc1cccc(C)c1NC(=O)c1cc(CN2CCCC2)on1,-29%,0%,16,nt,nt,nt,nt
CN(Cc1ccc(F)cc1)C(=O)Cc1ccc(F)cc1,2%[87.6 µM],0%[87.6 µM],1,?,?,1%[88.5 µM],5%[172 µM]
Cn1cnc(C(=O)N2CC(c3nc(CCOCc4ccccc4)no3)C2)c1,-2%,0%,15,-14%,-13%,-2%,nt
O=C(c1ccco1)N1CCN(C(=O)N2CC3CC(C2)[C@H]2CCCC(=O)N2C3)CC1 (some centres undefined),?,-1%,5,4%,-6%,-14%,-3%
COc1ccc(CCNC(=O)CCc2c(C)nc3c4cccnc4nn3c2C)cc1OC,-18%,-3%,6,nt,nt,nt,nt
Cc1ccc(C(=O)N2CCC3(CC2)N=C(c2ccc(Cl)cc2)NO3)cc1F,20%,6%,-1,?,-18%,i,-18%
Cc1ccc(NC(=O)CCc2nnc3n(C)c(=O)c4sccc4n23)cc1C,-8%,-5%,6,nt,nt,nt,nt
O=C(CCc1ccc(O)cc1)N1CC[C@H](N2CCOCC2)[C@H](CCCO)C1,-2%,15%,1,-1%,5%,3%,12%
CNC(=O)c1cccc(-c2cnc3[nH]cc(CC(=O)NCC(C)C)c3c2)c1,-16%[87.6 µM],4%[87.6 µM],-3,?,35µM*,-6%[88.5 µM],6%[172 µM]
CC[C@H]1CN(C(=O)Nc2ccccc2)CC[C@H]1CC(=O)Nc1ccccc1,2%[87.6 µM],-6%[87.6 µM],-6,-8%[172 µM],-18%[174 µM],i,-7%[172 µM]
Cc1cc(C2CCCN2C(=O)c2ccc(F)c(F)c2)on1 (centres undefined),5%,-12%,12,-8%,-12%,i,-6%
Cc1cc(C)cc(NC(=O)CSc2nc(-c3cccc(Cl)c3)nc3c2Cc2c(CO)cnc(C)c2O3)c1,-2%,-26%,15,nt,nt,nt,nt
CCOCCNC(=O)c1cc(-c2ccccc2C(F)(F)F)nc2c1cnn2C,nt,nt,8,?,-28%,nt,nt
O=C(c1ccccc1Cl)N1CCCC(C(=O)N2CCC(N3CCOC3=O)CC2)C1 (centres undefined),2%,5%,3,0%,-18%,i,nt
CC(C)N1CCN(C(=O)C2(CCO)CC23CCOCC3)CC1 (centres undefined),11%,1%,12,-10%,-15%,i,nt
COc1cccc(-c2ccc(-c3nc(C4CCOC4)no3)o2)c1 (centres undefined),-1%,55%[activator],9,?,?,-9%,4.5µM*
COC1CCC(C(=O)NCC2COc3ncncc3C(=O)N2Cc2ccccc2)CC1 (centres undefined),-10%[87.6 µM],1%[87.6 µM],5,-1%[172 µM],?,3%[88.5 µM],0%[172 µM]
Cc1ccc(C)c(C(=O)N2CCC(n3cnnc3-c3ccccc3)CC2)c1,1%,4%,-3,3%,-3%,?,11%
CN1Cc2ncnc(N3CCN(Cc4ccccc4)CC3)c2CN(C2CCC2)C1=O,9%,8%,-6,-13%,-23%,i,-1%
Cc1nn(-c2ccccc2)c(C)c1CN1CCC2(CC1)Cc1ccccc1CNC2=O,0%,-13%,9,-26%,-7%,2%,nt
CCN(CC)C(=O)[C@@H]1C[C@H](NC(=O)COC)CN1Cc1ccsc1,-7%,-2%,-6,-16%,-14%,-13%[11.5 µM],5%

Among those listed so far, 4 contain a CF3 group:
Structure,HEK293 viab,SNCA expr inh,IP6K1 inh,HEK293 tox,3T3 cytotox,GPT2 inh,FLuc inh
CCN1CCN(C(=O)c2ccc3nnc(-c4ccc(OC(F)(F)F)cc4)n3c2)CC1,12%,-1%,4,i,-7%,i,nt
O=C1[C@@H]2C[C@@H](CN2C2COC2)Oc2ccccc2N1Cc1ccc(OC(F)(F)F)cc1,-8%[87.6 µM],9%[87.6 µM],10,100µM*,?,?,-5%[172 µM]
O=C(Nc1ccc(C(F)(F)F)cc1)c1cc(S(=O)(=O)N2CCCc3ccccc32)ccc1F,-7%,?,-6,nt,nt,nt,nt
CCOCCNC(=O)c1cc(-c2ccccc2C(F)(F)F)nc2c1cnn2C,nt,nt,8,?,-28%,nt,nt

A portion of the library (hit frequency here may not be typical).
